Screens as filed in PubChem.
Akt phos inh – inhibitors of Akt phosphorylation. 0.32% of 360,000 active. Neuro2A IGF-stimulated pAkt S473 HTRF, 20 min; stronger effect = lower value. activity change, % for hits at 50 µM; in the data active = activity change below about -80%; inconclusive = mostly about -51% to -80%; also: % is scaled to controls: 0 for no effect and ±100 for the full control effect
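Neuro2A cells (4,500/well, DMEM with 0.5% FBS) were treated with compound at a single 50 µM final concentration, stimulated with 6 nM IGF for 20 min at 37 °C, and lysed. Phospho-Akt Ser473 was read by HTRF as 665/615 ratio ×10^4.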
D3 ag – agonists of human D3 dopamine receptor; P35462; D3R DiscoveRx beta-arrestin cells, luminescence, 90 min; max activation, %; 0.58% of 410,000 active; AID 652048; in the data active = max activation above about 30%; also: 0% is about no effect; mostly tested at two doses, the higher about 12 µM
Target sequence (P35462 whole entry, looked up): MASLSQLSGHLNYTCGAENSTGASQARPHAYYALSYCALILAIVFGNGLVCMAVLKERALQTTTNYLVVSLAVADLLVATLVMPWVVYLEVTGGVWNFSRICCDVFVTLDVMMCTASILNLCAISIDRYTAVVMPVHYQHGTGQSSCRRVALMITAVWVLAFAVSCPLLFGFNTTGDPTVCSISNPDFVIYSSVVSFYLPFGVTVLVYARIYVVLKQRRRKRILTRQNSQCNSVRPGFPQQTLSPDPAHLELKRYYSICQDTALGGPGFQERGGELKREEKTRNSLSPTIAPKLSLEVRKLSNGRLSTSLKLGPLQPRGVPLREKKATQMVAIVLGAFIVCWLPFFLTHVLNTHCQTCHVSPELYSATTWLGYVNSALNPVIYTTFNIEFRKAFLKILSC
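Agonist-mode cell screen: cells plated at 1500/well and incubated overnight at 37 °C, then exposed to library compounds for 90 min at 37 °C. Detection reagent was added for 30–60 min at room temperature, and luminescence was read.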
CCT chaperon mod – modulators of cytosolic chaperonin (CCT/TRiC) activity | activity change, % (test concentration not listed), hits read low | 0.3% of 360,000 active | purified chaperonin ATPase assay, HTRF ADP detection, 30 min; in the data active = activity change below about -30%; also: % is scaled to controls: 0 for no effect and ±100 for the full control effect
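Enzyme 40 or 20 nM (batch-dependent) in Tris pH 7.4/KCl/MgCl2/DTT; cpd 76 uM single point; ATP 10 uM; 30 min 37 °C; Transcreener ADP HTRF detection, 30 min RT; ratio 665/615.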
MmCpn inh – M. maripaludis TRiC chaperonin inhibition. AID 504842. purified Mm-Cpn ATPase, ADP Transcreener TR-FRET. Potency, µM (highest dose often 76.9 µM), without a hit: at the top dose activity, negative = inhibition, most hits filed as inhibitors. 0.031% of 330,000 active; also: potency is read from the fitted curve at half-maximal effect; % is scaled to controls: 0 for no effect and ±100 for the full control effect; nearly all actives have a fitted effect of over 80% in size
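Inhibition of chaperonin ATP hydrolysis is measured as reduced ADP production, detected by competitive TR-FRET in which signal falls with ADP. Final enzyme 25 nM and ATP 10 uM, reacted 30 min at 37°C.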
EPAC2 agonist – EPAC2 (human) agonism; Q8WZA2; EPAC2 activation, biochemical qHTS; response scale: 100% = 6.5 mM cAMP response; Potency, µM (top dose mostly 154 µM), for the others: top-dose activation, usual class: activators; 0.079% of 360,000 active; AID 720711; also: potency is read from the fitted curve at half-maximal effect; nearly all actives have a fitted effect of over 50% in size
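Exchange assay: 100 nM EPAC2 with 250 nM Rap1B-BODIPY-GDP and 50 uM GDP. Fluorescence (ex 480/em 540 nm) read every 5 min for 30 min at room temperature. Data normalized to 6.5 mM cAMP as agonist control.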
EPAC2 antag – antagonists of human EPAC2 | AID 720708 | EPAC2 GEF exchange of Rap1B-BODIPY-GDP, fluorescence | Q8WZA2 | Potency, µM (doses to about 114 µM), for the others: top-dose activity, negative = inhibition, usual class: inhibitors | 0.18% of 360,000 active; also: potency is read from the fitted curve at half-maximal effect; % is scaled to controls: 0 for no effect and ±100 for the full control effect; nearly all actives have a fitted effect of over 45% in size; many of its hits are not listed in these tables
PTHR1 agonist – activates the human parathyroid hormone receptor PTHR1; HEK293 GP2 PTHR1 cells, GloSensor cAMP luminescence, 1 h; 0.075% of 410,000 active; AID 743266; Potency, µM (doses to about 115 µM), without a hit: at the top dose activation, actives largely listed as activators; also: potency is read from the fitted curve at half-maximal effect; nearly all actives have a fitted effect of over 55% in size; some results filed as inactive show a strong effect at the top dose; inactives centre near -15; many of its hits are not listed in these tables
Target sequence (Q03431 whole entry, looked up): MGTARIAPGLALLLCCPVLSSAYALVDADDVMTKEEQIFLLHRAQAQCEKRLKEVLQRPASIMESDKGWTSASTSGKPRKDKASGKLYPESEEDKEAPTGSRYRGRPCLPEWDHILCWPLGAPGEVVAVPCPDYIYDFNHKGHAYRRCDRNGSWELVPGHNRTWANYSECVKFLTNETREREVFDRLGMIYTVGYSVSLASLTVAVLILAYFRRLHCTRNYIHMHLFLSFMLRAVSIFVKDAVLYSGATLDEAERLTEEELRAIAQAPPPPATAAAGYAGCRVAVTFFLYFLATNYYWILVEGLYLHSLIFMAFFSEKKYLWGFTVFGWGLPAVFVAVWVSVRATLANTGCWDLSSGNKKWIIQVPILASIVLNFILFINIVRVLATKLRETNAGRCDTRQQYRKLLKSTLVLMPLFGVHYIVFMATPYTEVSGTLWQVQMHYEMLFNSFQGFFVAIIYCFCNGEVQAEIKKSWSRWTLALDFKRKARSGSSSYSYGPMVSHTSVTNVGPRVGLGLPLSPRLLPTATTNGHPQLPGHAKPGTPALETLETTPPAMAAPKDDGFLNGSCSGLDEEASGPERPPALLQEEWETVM
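HEK-293-derived GP2 cells expressing PTHR1 and a GloSensor cAMP reporter, 3,000/well, plated overnight, given luciferin plus IBMX (each 0.5 mM as added) for 1 h at 37 °C, then compound for 1 h at 37 °C. Luminescence was read after 15 min at room temperature.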
D3 antag – antagonists of human D3 dopamine receptor | P35462 | D3R cells, DiscoveRx beta-arrestin luminescence, antagonist mode; stronger effect = lower value | max response, negative = inhibition, % | 2.5% of 360,000 active; in the data active = max response below about -50%; inconclusive = no clear call, values can overlap the other calls; also: % is scaled to controls: 0 for no effect and ±100 for the full control effect; mostly tested at two doses, the higher about 12 µM
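Cells expressing the human receptor were seeded at 1500 cells/well, incubated overnight at 37 degrees C in 5% CO2, then exposed to library compounds with dopamine controls for 90 minutes at 37 degrees C before luminescent detection.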
* marks the source's active call; other numbers are inactive results; i = inactive; ? = inconclusive; · = no result given; & = joins results of further samples; [ ] = dose if it differs, or a comment. Unless noted, calls follow the shape of the dose curve; as a rule, active = well fitted curve in the direction sought with a large enough effect; inconclusive = small, poorly fitted or top-dose-only effect, or another doubt; inactive = no such curve, though single readings can be large; an effect the other way counts as inactive or inconclusive. Not all compounds are listed; count on the stated rates, not on these rows.

SMILES	Akt phos inh	D3 ag	CCT chaperon mod	MmCpn inh	EPAC2 agonist	EPAC2 antag	PTHR1 agonist	D3 antag
CCOC(=O)CSc1nnc(CNc2nc(-c3ccccc3)cs2)n1C	i	-6	-3.0	1%	-8%	3%	i	-8
Cc1ccc2nc(NC(=O)CSc3nncc(=O)n3N)sc2c1	i	-5	0.5	1%	-3%	-18%	-4%	-2
COCCn1c(SCC(=O)c2[nH]c(C)c(C(C)=O)c2C)nc2ccccc21	i	4	-6.4	-4%	5%	-4%	-6%[57.5 µM]	19
COc1ccc(NC(=O)CN(C)C(=O)CCC(=O)c2ccc(C)cc2)cc1	i	0	-0.2	-2%	4%	10%	i	12
O=C(NCc1ccncc1)C1Cc2c(-c3ccc(Cl)cc3)ccnc2O1 (stereo not given)	i	-1	1.1	·	4%	-5%	-58%[inhibitor]	3
COc1cccc(Oc2cncnc2-c2ccc(OC)cc2O)c1	i	-2	-1.4	0%	14%	-2%	-9%	11
Cn1c2ccc(CC(=O)O)cc2c2cc(CC(=O)O)ccc21	i	1	-1.7	-5%	7%	-3%	i	?
COc1ccc(/C=C2\SC(=S)N(CCC(=O)N3CCOCC3)C2=O)cc1OC	i	-2	-0.2	·	-2%	-5%	6%	-14
CCC(C(=O)Nc1ccc2c(c1)OCCO2)n1c(=O)[nH]c2ccccc2c1=O (stereo not given)	i	-7	1.6	-1%	-9%	4%	-24%	1
COc1ccc(CCCc2n[nH]c(=S)n2C)cc1C	i	0	0.1	-1%	1%	-2%	i	11
CCc1c(C)sc(NC(=O)CCc2ccc(OC)cc2)c1C(N)=O	i	-1	-2.0	12%	3%	4%	-27%	4
O=C(/C=C/c1ccc(S(=O)(=O)NCc2ccco2)cc1)NCc1cccc(Cl)c1	i	-1	0.2	-1%	13%	-5%	-63%[inhibitor]	3
COC(=O)Cc1c(C)c2ccc(OCc3nn[nH]n3)c(C)c2oc1=O	i	-7	-0.7	-2%	0%	8%	i	12
O=C(CSc1nnc(-c2ccc3c(c2)OCCO3)o1)N1CCCC1	i	-6	4.9	-1%	1%	7%	-89%[inhibitor]	0
O=C(CS(=O)(=O)c1ccccc1)NC1CCCCC1	i	-7	-2.9	-5%	3%	1%	-15%	-10

Reprinted at random: 2 records from the list, in no set order.
SMILES	Akt phos inh	D3 ag	CCT chaperon mod	MmCpn inh	EPAC2 agonist	EPAC2 antag	PTHR1 agonist	D3 antag
Cc1ccc2nc(NC(=O)CSc3nncc(=O)n3N)sc2c1	i	-5	0.5	1%	-3%	-18%	-4%	-2
COc1ccc(CCCc2n[nH]c(=S)n2C)cc1C	i	0	0.1	-1%	1%	-2%	i	11

Carrying on:
SMILES	Akt phos inh	D3 ag	CCT chaperon mod	MmCpn inh	EPAC2 agonist	EPAC2 antag	PTHR1 agonist	D3 antag
COc1ccc(CN(C)CC(=O)Nc2ccccc2C(=O)NC2CC2)cc1OC	i	5	1.1	-1%	-13%	6%	i	0
NC(=O)C1=C[C@@H](c2ccc3c(c2)OCO3)C[C@@H](OCCCCO)O1	i	4	0.4	·	17%	-13%	-17%	1
Cc1cc(NC(=O)CN2CCCCCCC2)no1	i	-3	0.7	-2%	10%	-2%	-14%[57.5 µM]	-28
C[C@@H](C(=O)OCn1nnc2ccccc2c1=O)N1C(=O)C2CCCCC2C1=O (stereo not given in full)	i	-4	-2.7	0%	8%	2%	i	-3
COc1ccc(Oc2nccc(-c3ccccc3)c2C#N)cc1	i	-2	-2.4	-2%	-5%	-2%	-6%[57.5 µM]	?
COc1ccc(C(=O)NNC(=O)c2ccncc2)cc1[N+](=O)[O-]	i	9	1.2	-2%	9%	3%	i	-16
CCN(CC)CCOc1c(C)cccc1Cl	i	-3	-0.9	-4%	0%	-2%	0%	5
O=c1cc(-c2ccccc2)[nH]n1-c1ccccc1	i	11	-1.6	·	7%	3%	-24%	-7
CC(=O)N1c2ccc(S(=O)(=O)NCCC(=O)NCCc3cccc(C)c3)cc2CC1C (stereo not given)	i	2	-2.6	0%	-5%	0%	-29%	-1
CC(C)=CC(=O)Nc1ccc(Br)cc1	i	-21	-1.1	2%	9%	4%	i	-28
Cc1ccc(N=Nc2c(O)[nH]c3ccc(F)cc23)cc1	i	16	-2.4	-1%	-129%[inhibitor]	36%[activator]	i	10
O=C(CN1CCC(n2nnc3cc(F)ccc32)CC1)N1CCCc2ccccc21	i	0	-2.3	1%	-3%	0%	-14%[57.5 µM]	-54*
COc1ccc(/C=N/N=C2/NC(=O)C(c3ccccc3)(c3ccccc3)S2)cc1	i	-6	-0.4	3%	10%	1%	i	-12
CCOc1ccc(C(=O)NCc2cccnc2)cc1[N+](=O)[O-]	i	6	1.8	1%	10%	-3%	i	4
CC(C)C[C@@H](COCc1cccc(C(F)(F)F)c1)N1CCN(C(=O)c2ccc(C(F)(F)F)cc2)CCC1=O	i	13	0.2	·	-16%	?	-12%	56
C/C(=N\n1c(C)nc2ccccc2c1=O)c1ccc(N)cc1	i	-2	0.5	·	1%	4%	-13%	-11
CC(C)Oc1ccc(S(=O)(=O)N2CCCCC2)cc1NC(=O)C1=COCCO1	i	3	1.4	-2%	6%	0%	-55%[inhibitor]	10
COc1ccc(S(=O)(=O)N2CCOCC2)cc1NC(=O)CCCOc1ccccc1	i	4	0.9	0%	-3%	-2%	i	3
CN1CCN(C(=O)c2cc3cc(F)ccc3[nH]2)CC1	i	-4	0.4	0%	-6%	4%	0%	-28
COc1cc(Cl)c(C)cc1NC(=O)c1cc(S(=O)(=O)N(C)C)ccc1N1CCCC1	i	2	1.0	-1%	-2%	-9%	i	5
CN1C(=O)/C(=C2/C=CC=CN2C)OC1=S	i	3	-0.7	0%	9%	-10%	6%	-5
Cc1ccc(F)c(CNC(=O)C2CCC(=O)N(CCN3CCOCC3)C2)c1F (stereo not given)	i	0	-0.7	2%	13%	-3%	-8%	-21
O=C(Nc1ccc(Cl)cc1)ON=C1CCCC1	i	-4	2.7	0%	-5%	11%	-32%[inhibitor]	0
CCCC(=O)Nc1cccc(NC(=O)c2cccc([N+](=O)[O-])c2C)c1	i	2	-1.5	0%	-2%	9%	i	30
Cc1cccc(NC(=O)Cn2nnc(C(=O)Nc3ccc(F)c(Cl)c3)c2N)c1	·	1&-11	1.1	-5%	5%	-14%	-7%	11
O=C(/C=C/c1ccccc1)Nc1cccnc1	i	-4	-0.3	-1%	1%	1%	-39%[inhibitor]	-19
CN(Cc1ccccc1)C(=O)[C@@H]1CCCN1C(=O)[C@@H]1CCCN1C(=O)OC(C)(C)C	i	15	-1.9	·	2%	7%	i	25
O=C(NCCc1cscn1)C1CCC(=O)N(Cc2ccc(Cl)cc2)C1 (stereo not given)	i	0	-3.4	0%	5%	4%	i	13
CCOc1ccc2ccccc2c1/C=N\NC(=O)c1ccc([N+](=O)[O-])cc1	i	-5	1.2	1%	3%	-4%	-3%	?
COc1cccc(CNC(=S)Nc2cccc(Cl)c2C)c1	i	1	3.0	1%	-2%	0%	-13%	6
Cc1occc1C(=O)Nc1cccc(Cn2cccn2)c1	i	8	0.8	0%	1%	-2%	i	7
CCNC(=S)N(CCN(CC)CC)Cc1cc2cc3c(cc2[nH]c1=O)OCO3	i	-10	-2.9	1%	17%	-2%	2%	-4
COCc1cc(Sc2ccc(OC)cc2)nc(-c2ccccc2)n1	i	3	0.7	2%	16%	?	-1%	11
COC(=O)C1C(c2ccc(OC)cc2)C(C(=O)OC)S(=O)(=O)C(CCN2CCCCC2)S1(=O)=O (stereo not given)	i	-12	-4.9	-6%	-7%	-3%	-2%	-12
CCN(CC)S(=O)(=O)c1cccc(NC2=NCC(C)S2)c1 (stereo not given)	i	-5	1.1	1%	-2%	0%	i	-3
COCCCN(C(=S)Nc1c(C)cc(C)cc1C)C(C)c1ccccn1 (stereo not given)	i	-3	-2.4	1%	10%	-3%	-3%	0
CCn1c(=O)cc(OCC(=O)O)c2ccccc21	i	2	1.8	-2%	1%	3%	i	15
COC(=O)[C@]12CCCCC=C1N(Cc1ccc3c(c1)OCO3)C(=O)[C@H](CC(=O)NCc1ccc(OC)c(OC)c1)C2	i	-10	·	·	6%	1%	i	?
CCN(CC)C(=O)c1sc2c(c1C)c(=O)n(-c1ccc(OC)cc1OC)c(=O)n2CC(=O)c1ccccc1	i	-1	-1.8	1%	11%	-5%	i	0
Oc1ccc(-c2nccc(-c3ccc(Br)cc3)n2)cc1	i	-1	-1.5	0%	10%	-7%	i	6
COc1ccc(OCc2cc(C(=O)NCc3cccc(C)n3)no2)c(Cl)c1	i	2	0.6	-3%	0%	-6%	-32%[inhibitor]	3
O=C(c1cccs1)N1N=C(c2ccccc2)CC1c1ccc(O)cc1 (stereo not given)	i	6	-0.6	-1%	2%	-13%	i	-19
CCOC(=O)N(C)C[C@H]1OCc2cn(nn2)CCCC(=O)N([C@H](C)CO)C[C@@H]1C	i	0	-0.8	·	2%	5%	-22%	13
CCN1CCN(CC#CCOc2ccccc2OC)CC1	i	-6	-4.7	1%	5%	-1%	-13%	-29
Cc1nc(NC(=O)C2CCCCC2)sc1C	i	-1	-0.3	1%	0%	-1%	-5%[57.5 µM]	9

By substructure: the compounds so far with bromine (two)
SMILES	Akt phos inh	D3 ag	CCT chaperon mod	MmCpn inh	EPAC2 agonist	EPAC2 antag	PTHR1 agonist	D3 antag
CC(C)=CC(=O)Nc1ccc(Br)cc1	i	-21	-1.1	2%	9%	4%	i	-28
Oc1ccc(-c2nccc(-c3ccc(Br)cc3)n2)cc1	i	-1	-1.5	0%	10%	-7%	i	6

Next section
SMILES	Akt phos inh	D3 ag	CCT chaperon mod	MmCpn inh	EPAC2 agonist	EPAC2 antag	PTHR1 agonist	D3 antag
Cc1ccc2[nH]c(=O)c(CN(Cc3cccs3)Cc3nnnn3CC3CCCO3)cc2c1 (stereo not given)	i	-24	2.8	1%	-1%	12%	?	-15
Cc1cc2[nH]c(=O)c(=O)[nH]c2cc1S(=O)(=O)N1CCN(c2cccc(C(F)(F)F)c2)CC1	i	3&-1	-19	1%	2%	-6%	i	-6
CC1CN(C(=O)COC(=O)Cc2ccc(Cl)cc2)CC(C)O1 (stereo not given)	i	-1	2.5	-2%	-2%	12%	-32%[inhibitor]	15
NC(=O)COc1ccc(NS(=O)(=O)Cc2ccccc2)cc1	i	3	-4.3	-3%	12%	11%	i	16
CCCCn1c(-c2cccs2)nc2nc3ccccc3nc21	i	13	-0.7	-15%	-12%	-2%[57.1 µM]	i	28
O=C(COc1ccc(Br)cc1Cl)N1CCN(c2ccccn2)CC1	i	1	-4.7	3%	18%	-12%	-24%	-5
